Efflux pump inh: antifungal efflux pump inhibition, Nile Red retention; S. cerevisiae Candida pump triplex; inhibition, % at 10 µM; 0.44% of 330,000 active; AID 485275;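 active = plate passing quality check with inhibition over a set limit, or well fluorescence over plate mean plus 4 SD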;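 note: Nile Red retained in pooled yeast measured as flow cytometry median fluorescence; 0% = buffer negative control and 100% = Enniatin B positive control; higher means more Nile Red kept so more efflux inhibition; some compounds called inactive have numbers as strong as hits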
PP1 counter: PP1-alpha (human) inhibition in PP5 counter-screen | P62136 | purified PP1alpha, OMFP fluorescence | inhibition, % at 6.7 µM | 0.9% of 320,000 active | AID 2235;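 active = inhibition above the mean inhibition of all tested compounds plus 3 SD, computed separately for each screening campaign, cut at about 15% in these data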
Target sequence (P62136 whole entry, looked up): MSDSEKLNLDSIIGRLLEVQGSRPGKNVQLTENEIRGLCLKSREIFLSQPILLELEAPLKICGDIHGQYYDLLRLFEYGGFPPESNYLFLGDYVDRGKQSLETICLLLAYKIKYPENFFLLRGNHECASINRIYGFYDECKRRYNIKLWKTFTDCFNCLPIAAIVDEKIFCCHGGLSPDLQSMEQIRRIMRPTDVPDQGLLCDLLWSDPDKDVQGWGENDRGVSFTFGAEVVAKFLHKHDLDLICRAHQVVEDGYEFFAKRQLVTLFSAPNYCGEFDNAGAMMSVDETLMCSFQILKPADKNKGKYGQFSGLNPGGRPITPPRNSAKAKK
JMJD2C inh: human JMJD2C demethylase inhibition; Q9H3R0; GST-JMJD2C(1-420) H3K9me3 demethylation, DELFIA europium; inhibition, % at 2.35 µM; 0.069% of 330,000 active; AID 2099;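 active = more than half of a compound's replicate wells show inhibition beyond 50%, single wells judged on their own value; inconclusive = some, but no more than half, of replicates pass 50% inhibition; inactive = no replicate passes 50% inhibition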;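 note: signal counts dimethyl H3K9 product captured on neutravidin plate; 0% = median of DMSO wells and 100% = 0.3 times that DMSO median; strong numbers were not always called active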
Target sequence (Q9H3R0 1-420 limits assumed): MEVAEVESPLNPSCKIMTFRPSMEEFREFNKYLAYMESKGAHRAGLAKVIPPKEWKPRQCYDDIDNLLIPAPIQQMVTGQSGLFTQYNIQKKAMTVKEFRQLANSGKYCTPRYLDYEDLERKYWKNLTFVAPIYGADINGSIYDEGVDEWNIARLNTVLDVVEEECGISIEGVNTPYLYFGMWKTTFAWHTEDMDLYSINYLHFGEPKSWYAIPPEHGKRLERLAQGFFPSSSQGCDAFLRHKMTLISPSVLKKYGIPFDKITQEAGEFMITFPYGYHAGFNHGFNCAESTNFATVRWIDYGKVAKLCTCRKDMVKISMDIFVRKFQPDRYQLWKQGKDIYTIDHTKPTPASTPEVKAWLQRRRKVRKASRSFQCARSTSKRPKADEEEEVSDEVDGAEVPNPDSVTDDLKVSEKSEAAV
Fh CTSL1 inh: cathepsin L1 inhibition, PFM18AAP counter-screen; recombinant F. hepatica cathepsin L1, Z-Leu-Arg-MCA fluorescence; inhibition, % at 5.96 µM; 0.49% of 300,000 active;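 active = inhibition above the mean of all tested compounds plus 3 SD, set per screening campaign, cut at about 17% in these data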;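 note: 0% = plate median of test compound wells and 100% = 1 µM Z-Phe-Ala-diazomethylketone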
PP5 primary: inhibitors of human protein phosphatase 5 (PP5); AID 1987; purified PP5c, OMFP substrate fluorescence; P53041; inhibition, % at 6.7 µM; 0.18% of 320,000 active;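 active = inhibition above the campaign's mean inhibition across all tested compounds plus 3 SD, cut at about 9.5% in these data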;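 note: 0% = DMSO only and 100% = 100 µM cantharidin control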
TPT1 inhibitor: inhibitors of Candida albicans tRNA 2'-phosphotransferase TPT1; recombinant caTPT1, FP RNA substrate dephosphorylation; inhibition, % at 5 µM; 0.81% of 300,000 active;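 active = inhibition above the mean of all tested compounds plus 3 SD, set per screening campaign, cut at about 24% in these data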;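 note: plate controls were DMSO alone for no effect and ferristatin control at 100 nM for full effect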
LYPLA2 counter: blocks human lysophospholipase 2, a PME1 counter-screen | O95372 | recombinant LYPLA2, FP-Rh probe fluorescence polarization | inhibition, % at 5.9 µM | 0.38% of 320,000 active;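 active = inhibition above the screen-wide mean plus 3 SD, limit set per campaign, cut at about 26% in these data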;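 note: 0% = LYPLA2 with DMSO and 100% = wells lacking LYPLA2 enzyme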
Target sequence (O95372 whole entry, looked up): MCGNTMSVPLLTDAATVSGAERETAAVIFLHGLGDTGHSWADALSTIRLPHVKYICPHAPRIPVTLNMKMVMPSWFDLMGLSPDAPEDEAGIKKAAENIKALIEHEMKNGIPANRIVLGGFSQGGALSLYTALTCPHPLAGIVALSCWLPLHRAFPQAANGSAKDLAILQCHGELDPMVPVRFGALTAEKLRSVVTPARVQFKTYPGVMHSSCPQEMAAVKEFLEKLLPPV
core dimer inh: blocks dimerization of HCV core protein. TR-FRET GST/Flag-core106 dimerization, 1536-well. inhibition, % at 5 µM. 0.33% of 300,000 active. AID 1899;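 active = inhibition above the mean of all tested compounds plus 3 SD, set per screening campaign, cut at about 45% in these data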
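Material: GST/Flag-tagged HCV core106 proteins. Incubation: 4 h, 22.5 °C incubation. Read-out basis: inhibition (%) from 671 over 617 nm ratio. Measured by: TR-FRET, excitation 340 nm, emission 617 and 671 nm.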
PREPL inh: inhibits the human prolyl oligopeptidase-like enzyme; Q4J6C6; inhibition, % at 5.96 µM; recombinant PREPL, fluorescence polarization activity-based probe; 0.68% of 320,000 active; in the data active = inhibition above about 43%;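 note: 0% = enzyme with DMSO and 100% = wells lacking enzyme; many of its hits are not listed in these tables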
The depositor's hits bear a star; i = inactive; ? = inconclusive; / = no result given. An excerpt, so the mix of outcomes need not match the whole.

SMILES	Efflux pump inh	PP1 counter	JMJD2C inh	Fh CTSL1 inh	PP5 primary	TPT1 inhibitor	LYPLA2 counter	core dimer inh	PREPL inh
COc1ccc(NC(=O)C(C)NS(=O)(=O)c2ccc(NC(C)=O)cc2)cc1Cl (stereo not given)	0.0	1.3	-7.0	1.0	-2.0	-3.3	-3.8	1.0	4.4
CC(C)Cc1nccs1	-0.1	0.6	-1.2	-2.3	1.4	-0.7	-1.5	-0.7	-10.1
O=C(NCc1ccncc1)c1ccc(Br)cc1	0.1	-2.9	2.0	0.3	-1.3	2.7	-1.3	7.4	-6.8
CN(C(=O)c1ccc(OC2CCN(C(=O)c3cccnc3)CC2)cc1)C1CCCCC1	0.0	-3.7	-27.0	-2.0	0.9	-1.1	1.1	1.0	-0.3
S=c1[nH]nc(CSc2nc3ccccc3s2)n1C1CCCCC1	0.0	1.3	3.6	3.0	2.1	-3.3	2.6	16.8	1.6
Cc1cccc(C(=O)OC(C)CN2CCN(C)CC2)c1 (stereo not given)	0.0	3.0	2.2	-3.3	1.4	-1.4	0.0	-2.8	-5.9
O=C(COC(=O)c1ccc(S(=O)(=O)N2CCc3ccccc3C2)cc1)NC(=O)NCc1ccco1	0.1	3.3	0.3	-4.7	1.7	-2.2	-25.9	17.0	-44.1
N#C/C(=C\c1ccncc1)c1nc2ccccc2o1	0.1	-3.1	-0.9	1.2	2.3	4.5	1.0	1.0	11.7

(cont.)
SMILES	Efflux pump inh	PP1 counter	JMJD2C inh	Fh CTSL1 inh	PP5 primary	TPT1 inhibitor	LYPLA2 counter	core dimer inh	PREPL inh
CCc1noc(C)c1C(=O)OCC(=O)N(CCOC)c1c(N)n(Cc2ccccc2)c(=O)[nH]c1=O	0.0	22.0*	-12.6	-1.8	-4.0	0.7	6.6	4.2	-0.8
FC(F)(F)c1ccnc(NCc2ccc(Cl)cc2)n1	-0.3	-3.1	27.9	2.3	2.1	1.0	5.2	8.0	0.8
O=C1CC(SCc2nc3ccccc3[nH]2)C(=O)N1c1ccc(Cl)cc1 (stereo not given)	-0.1	2.2	2.4	-3.9	1.4	-2.8	2.7	0.8	18.1
CC1=NN(/C(=N\c2nnc(C)s2)Nc2ccc(C(C)(C)C)cc2)[C@H](c2ccc(C)cc2)S1	0.1	8.7	-1.6	0.6	3.8	-0.8	-2.0	9.3	-1.4
CCN(CC)c1ccc(S(=O)(=O)N2CCOCC2)cc1NC(=O)CN1C(=O)NC2(CCC(C)CC2)C1=O (stereo not given)	0.3	-3.0	2.4	-0.1	1.4	-2.4	2.6	3.7	1.9
CCCCCCn1c(SCC(=O)Nc2cc(C)on2)nc2ccccc2c1=O	0.2	-3.0	-21.4	0.7	1.0	-4.3	2.2	18.9	2.7
COc1ccc(/C(O)=C/C(=O)C(=O)NNC(=O)c2ccccc2)cc1	0.1	6.9	-13.9	-0.1	3.4	0.0	4.9	4.7	13.2
O=C1CCc2cc(S(=O)(=O)Nc3ccccc3)cc3c2N1CC3	0.1	-5.5	?	13.4	0.7	2.3	-5.1	0.5	13.2

Carrying on:
SMILES	Efflux pump inh	PP1 counter	JMJD2C inh	Fh CTSL1 inh	PP5 primary	TPT1 inhibitor	LYPLA2 counter	core dimer inh	PREPL inh
CCCC1C2C(=O)N(c3ccc(OC)cc3)C(=O)C2ON1c1ccccc1 (stereo not given)	-0.2	2.0	1.6	-0.5	4.0	-8.4	5.3	-4.3	11.0
CN1CCC(N(C)C(=S)NC(=O)C23CC4CC(CC(C4)C2)C3)CC1	0.0	0.8	3.6	2.5	1.3	-5.8	-1.6	1.1	9.2
COc1cccc(NC(=O)CN(C)C(=O)Cn2cnc3ccccc3c2=O)c1	0.1	-4.7	i	-0.9	-2.4	-1.5	-1.2	-3.7	-3.7
CCOC(=O)C1(Cc2ccccc2C)CCCN(C(=O)CCn2nccc2C)C1 (stereo not given)	0.2	-1.2	-6.2	-2.8	-0.1	1.9	0.6	0.6	14.2
CCc1ccc(NC(=O)CSc2nc(=O)n(CCCN3CCOCC3)c3c2CCCC3)cc1	-0.1	-3.2	-8.2	4.1	-1.2	-0.7	8.5	-2.2	18.7
CCN(CC)C(=O)C1CCCN(C/C=C/c2ccccc2[N+](=O)[O-])C1 (stereo not given)	0.1	-3.0	-4.9	0.4	3.0	-1.9	2.6	9.2	3.6
CC(=O)N1CCCc2cc(S(=O)(=O)N3CCCC(C(=O)NCc4ccccc4)C3)ccc21 (stereo not given)	0.0	-1.9	/	2.2	-0.2	2.5	5.7	-3.8	10.3
Cc1nn(C)cc1CNC(=O)C1C2CCC(C2)C1C(=O)O (stereo not given)	0.1	-0.7	0.9	9.2	5.5	-3.1	-4.5	-4.6	5.1

A draw from above in order of heavy-atom count, falling.
SMILES	Efflux pump inh	PP1 counter	JMJD2C inh	Fh CTSL1 inh	PP5 primary	TPT1 inhibitor	LYPLA2 counter	core dimer inh	PREPL inh
CCc1ccc(NC(=O)CSc2nc(=O)n(CCCN3CCOCC3)c3c2CCCC3)cc1	-0.1	-3.2	-8.2	4.1	-1.2	-0.7	8.5	-2.2	18.7
CCOC(=O)C1(Cc2ccccc2C)CCCN(C(=O)CCn2nccc2C)C1 (stereo not given)	0.2	-1.2	-6.2	-2.8	-0.1	1.9	0.6	0.6	14.2
CCN(CC)C(=O)C1CCCN(C/C=C/c2ccccc2[N+](=O)[O-])C1 (stereo not given)	0.1	-3.0	-4.9	0.4	3.0	-1.9	2.6	9.2	3.6

New compounds follow:
SMILES	Efflux pump inh	PP1 counter	JMJD2C inh	Fh CTSL1 inh	PP5 primary	TPT1 inhibitor	LYPLA2 counter	core dimer inh	PREPL inh
Cc1ccc(C(=O)OCC(=O)Nc2ccc(Cl)cn2)s1	-0.3	-0.8	/	/	2.5	/	3.1	/	24.1
O=c1cc(CN2CCOCC2)c2cc(Cl)c(O)cc2o1	-0.1	2.2	27.7	2.6	0.6	-3.8	5.4	-1.4	5.6
c1cc2c(cc1C1CCCCC1)c1c3n2CCN=C3CCC1	0.1	8.2	-7.9	1.0	3.8	8.1	2.2	-9.4	-13.3
O=C(Cn1cnc2c(nnn2Cc2ccc(Cl)cc2)c1=O)NCC1CCCO1 (stereo not given)	0.1	0.2	1.1	-1.3	-0.2	-0.3	-3.3	-1.8	-3.8
Cc1cc(C)c(O)c(NC(=S)NC(=O)Cc2ccccc2)c1	0.0	-0.4	-9.5	0.2	2.8	0.4	3.5	1.8	0.2
COC(=O)C1CC(=O)N(c2ccc(C)cc2)C1 (stereo not given)	0.1	-0.1	-4.3	-2.8	1.5	-5.4	2.5	4.1	-2.8
Cc1cccc(NC(=O)c2cccc(N3C(=O)C4CCC(C)CC4C3=O)c2)c1C (stereo not given)	0.3	-0.4	23.3	1.4	1.2	-1.5	7.4	4.1	3.5
O=C1C2=C(NC(=S)NC2c2ccc(Cl)cc2)NC(c2ccc(Cl)cc2)N1c1ccc(Cl)cc1 (stereo not given)	0.2	5.2	12.6	2.0	4.0	5.0	-20.4	19.1	2.2

Following part:
SMILES	Efflux pump inh	PP1 counter	JMJD2C inh	Fh CTSL1 inh	PP5 primary	TPT1 inhibitor	LYPLA2 counter	core dimer inh	PREPL inh
COc1ccccc1N(C)S(=O)(=O)c1ccc(C(=O)OCC(=O)N(C(C)C)C(C)C)cc1	0.1	-1.2	-1.5	-2.3	1.1	-3.2	-0.1	4.6	-5.7
COc1ccc(NC(=O)C(=O)NCCCO)cc1Cl	-0.1	-2.5	2.6	-3.2	2.3	2.3	-3.4	4.0	-2.5
O=C(OCCOCCN=C1NS(=O)(=O)c2ccccc21)c1ccc(F)cc1	-0.3	-1.4	-1.8	0.3	-1.2	0.9	-1.8	7.5	-2.8
COCCNC(=S)N/N=C(\C)c1ccc(OC(F)F)cc1	0.1	-5.4	-17.5	3.9	-2.4	1.9	8.1	1.2	1.0
Cc1ccc(NC(=O)CSc2nnc(-c3ccccc3Br)o2)cc1C	0.1	5.6	-4.2	0.9	6.1	-2.7	-21.2	8.5	-29.3
COc1cc(C(=O)NCC(=O)NCC2COc3ccccc3O2)cc(OC)c1OC (stereo not given)	0.0	1.9	7.6	-0.3	-1.4	-0.6	-2.8	1.4	-2.2
COC(=O)C1CCN(C(=O)Cc2c(OC)ccc3cc(Br)ccc23)CC1	0.2	-0.3	3.7	-3.6	-0.2	1.8	-1.4	14.9	-2.6
CCOC(=O)c1ccc(NC(=O)c2ccc[n+]([O-])c2)cc1	0.0	1.1	-9.4	0.1	-0.1	-2.2	0.4	-9.4	2.6

Later entries
SMILES	Efflux pump inh	PP1 counter	JMJD2C inh	Fh CTSL1 inh	PP5 primary	TPT1 inhibitor	LYPLA2 counter	core dimer inh	PREPL inh
COc1ncnc(NS(=O)(=O)c2ccc(N)cc2)c1OC	-0.1	-2.9	/	-6.2	0.1	-0.8	4.2	5.2	-4.7
Cc1ccc(-c2csc(/C(C#N)=C(\O)CN3CCN(C(=O)c4ccco4)CC3)n2)cc1	-0.1	1.6	2.4	3.6	-0.3	3.2	5.6	5.6	8.3
COc1ccc(CCNC(=O)c2ccc3c(c2)SC2=NS(=O)(=O)CCN23)cc1	0.1	-1.8	6.9	-0.7	-0.8	-1.3	4.5	0.4	23.1
COc1ccc(NC(=O)C2CCN(C(=O)Cc3ccccc3)CC2)cc1OC	0.1	-15.6	-1.5	-1.3	2.5	-2.0	-4.7	0.2	-13.1
O=C(c1ccccc1)N1CCN(C(=S)NCc2ccc3c(c2)OCO3)CC1	0.0	-1.2	-1.8	-2.7	-2.6	-0.8	5.6	-5.8	-3.6
O=C1Nc2ccc(S(=O)(=O)NCCC3=CCCCC3)c3cccc1c23	0.0	-1.1	-44.0	10.0	2.8	-2.1	-2.1	1.4	-5.7
CCn1c(SCC(=O)Nc2ccc(S(N)(=O)=O)cc2)nnc1-c1cccc(OC)c1	0.0	-3.2	-5.0	-2.4	0.1	0.9	2.9	-3.9	-1.7
Cc1ccc(NC(=O)Nc2ccccc2F)cc1S(=O)(=O)N1CCOCC1	-0.4	4.4	6.6	/	0.9	/	-4.4	/	12.8

Following part
SMILES	Efflux pump inh	PP1 counter	JMJD2C inh	Fh CTSL1 inh	PP5 primary	TPT1 inhibitor	LYPLA2 counter	core dimer inh	PREPL inh
O=C(CNC1CCCC1)Nc1ccc(N2CCCCCC2)cc1	-0.1	-0.2	4.4	2.9	-1.1	-2.7	-1.9	-8.3	-1.0
COc1ccc(NC(=O)C(=O)NNC(=O)c2cccs2)cc1	-0.1	0.6	0.8	19.2*	-0.2	-0.3	-1.8	4.5	-4.9
C(=N\Nc1nc(N2CCCCCC2)nc(N2CCCCCC2)n1)/c1ccccc1	0.1	-1.0	-3.1	-1.2	3.1	-1.8	-1.9	6.7	1.0
O=S(=O)(NCc1csc(-c2cccs2)n1)c1cccs1	-0.1	-2.0	-6.7	0.6	0.5	-1.4	-1.0	2.4	-14.9
COCCNC(=O)CN(C(=O)Cn1nnc2ccccc21)c1cc(C)cc(C)c1	0.0	-3.6	-12.1	4.7	1.6	0.2	3.1	-3.3	11.8
Cc1nc(C)c(C(=O)NNS(=O)(=O)c2ccc([N+](=O)[O-])cc2)s1	-0.2	2.0	-8.5	0.8	-2.6	-0.2	-6.5	-10.0	0.4
CCN(CC)C(=O)c1ccccc1NC(=O)CN1C(=O)c2ccccc2S1(=O)=O	0.0	3.2	3.8	5.3	-3.4	-3.0	-4.5	1.2	8.5
Cc1onc(-c2ccccc2Cl)c1C(=O)N[C@@H](C)c1ccccc1	-0.1	2.0	-3.2	3.0	-1.8	1.5	1.1	1.6	-11.0

Screening results as filed in PubChem.
